Source: PubChem
mut p53 react = mutant p53 pathway re-activators, primary screen, cell-based, SW480, luciferase, single point, HTS | AID 624151, 2012 | SW480 PUMA-promoter luciferase, p53 mutant reactivation | 28,000 compounds, 1.5% hits | activation, % at 9.98 µM; in the data active = activation above about 52%
STK33 kin inh = STK33 kinase inhibitors, primary screen, biochemical, luminescence, ADP-Glo, MBP substrate; Serine/threonine-protein kinase 33 (Homo sapiens), Q9BYT3; inhibition, % at 12.5 µM; AID 2322, 2010; 27,000 compounds, 0.44% hits; in the data active = inhibition above about 20%
Target sequence (Q9BYT3 whole entry, looked up): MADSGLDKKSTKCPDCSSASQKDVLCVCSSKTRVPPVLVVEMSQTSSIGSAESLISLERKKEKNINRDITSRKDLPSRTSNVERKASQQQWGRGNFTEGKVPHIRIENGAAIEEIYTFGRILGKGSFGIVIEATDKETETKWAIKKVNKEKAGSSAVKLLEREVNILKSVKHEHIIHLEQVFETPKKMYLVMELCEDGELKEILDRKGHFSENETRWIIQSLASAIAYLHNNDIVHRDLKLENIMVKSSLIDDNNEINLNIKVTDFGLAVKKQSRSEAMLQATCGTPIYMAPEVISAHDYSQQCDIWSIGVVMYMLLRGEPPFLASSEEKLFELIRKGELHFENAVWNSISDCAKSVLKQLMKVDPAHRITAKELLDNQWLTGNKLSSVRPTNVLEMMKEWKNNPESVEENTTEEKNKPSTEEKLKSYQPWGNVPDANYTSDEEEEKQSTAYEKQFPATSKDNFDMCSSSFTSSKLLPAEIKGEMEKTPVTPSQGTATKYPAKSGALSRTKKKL
Active calls of the source: *; / = no result given. Some of the compounds tested; the hit share may differ from the screen's.

SMILES	mut p53 react	STK33 kin inh
C[C@H]1CN([C@@H](C)CO)C(=O)c2cc(NC(=O)Nc3cccc4ccccc34)ccc2O[C@H]1CN(C)Cc1ccccc1	1	/
COc1ccc(S(=O)(=O)NCc2ccccn2)cc1Cl	14	-7
C[C@H]1CN([C@@H](C)CO)C(=O)c2cc(NC(=O)CCC(F)(F)F)ccc2O[C@H]1CN(C)C	2	/
C[C@@H]1CCCCO[C@@H](CN(C)Cc2ccc3c(c2)OCO3)[C@@H](C)CN([C@H](C)CO)C(=O)c2cc(NS(=O)(=O)c3cccs3)ccc2O1	/	-3
Cc1c(Cl)ccc2c(C(=O)Nc3ccc(S(=O)(=O)N4CCOCC4)cc3)cc(-c3cccnc3)nc12	-12	3
C[C@H]1CCCCO[C@H](CN(C)C(=O)CCC(F)(F)F)[C@@H](C)CN([C@@H](C)CO)C(=O)c2cc(NS(=O)(=O)c3ccccc3)ccc2O1	-3	/
COc1ccc(S(=O)(=O)Nc2cccc3c2O[C@H](CN(C)Cc2ccc(C(=O)O)cc2)[C@H](C)CN([C@H](C)CO)C3=O)cc1	4	/
Cn1c(=O)c2c(nc(NCCN)n2Cc2ccc(Cl)cc2)n(C)c1=O	-1	2
COc1ccc(NC(=O)Nc2ccc3c(c2)C(=O)N([C@@H](C)CO)C[C@@H](C)[C@@H](CN(C)Cc2ccc(-c4ccccc4)cc2)O3)cc1	/	4
CC(C)NC(=O)Nc1cccc2c1O[C@@H](CN(C)Cc1ccc(Cl)c(Cl)c1)[C@@H](C)CN([C@@H](C)CO)C2=O	4	/
Cc1ccc(CN(C)C[C@@H]2OCc3cnnn3CCCC(=O)N([C@H](C)CO)C[C@H]2C)cc1	/	1
Cn1c(=O)n(C)c2cc(CNCc3cccnc3)ccc21	4	1
C[C@H](CO)N1C[C@H](C)[C@H](CN(C)C(=O)Nc2ccc3c(c2)OCO3)Oc2ccc(NS(C)(=O)=O)cc2CC1=O	/	0
CNC[C@H]1Oc2c(N)cccc2C(=O)N([C@H](C)CO)C[C@@H]1C	5	/
COC(=O)N(C)C[C@H]1OCc2cn(nn2)CCCC(=O)N([C@@H](C)CO)C[C@@H]1C	8	/
Cc1ccc2nsnc2c1S(=O)(=O)Nc1cccc2cccnc12	-18	4
Cc1noc(C)c1NC(=O)Nc1ccc2c(c1)C(=O)N([C@@H](C)CO)C[C@H](C)[C@H](CN(C)S(=O)(=O)c1cccs1)OCCCC[C@@H](C)O2	3	/
O=C(NCCCCCCNC(=O)ON=C1CCCCC1)ON=C1CCCCC1	/	-1
C[C@H]1CN([C@@H](C)CO)C(=O)c2cc(NS(=O)(=O)c3ccc(Cl)cc3)ccc2O[C@@H]1CN(C)C(=O)Nc1ccc(F)cc1	/	-1
C[C@H](CO)N1C[C@H](C)[C@@H](CN(C)C(=O)Nc2ccccc2)Oc2ccc(NC(=O)NC3CCCCC3)cc2CC1=O	5	/
Cc1ccc(NC(=O)c2ccc3c(=O)n(Cc4ccco4)c(=S)[nH]c3c2)cc1Cl	/	8
CC(C)NC(=O)Nc1ccc2c(c1)C(=O)N([C@H](C)CO)C[C@H](C)[C@@H](CN(C)C(=O)C1CCCCC1)OCCCC[C@@H](C)O2	/	-1
COC(=O)c1ccc(NC(=O)CSc2nnc(-c3cnccn3)n2C)cc1	-1	1
COc1ccc(C(=O)N(Cc2nc(-c3ccc(C)cc3)no2)C(C)C)cc1	9	0
COc1ccc(C)cc1NC(=O)C(C)NS(=O)(=O)c1ccc(C)cc1 (centres undefined)	-15	-1
O=C(COc1ccccc1[N+](=O)[O-])Nc1ccc2nn(-c3ccc(F)cc3)nc2c1	22	2
C[C@@H]1CN([C@@H](C)CO)C(=O)Cc2cc(NC(=O)CCN3CCOCC3)ccc2O[C@@H]1CN(C)CC1CC1	/	4
O=[N+]([O-])c1cccc(NC(=S)NCCn2cc(Cl)cn2)c1	-4	-1
C[C@@H]1CCCCO[C@H](CN(C)Cc2ccccc2)[C@@H](C)CN([C@H](C)CO)C(=O)c2cc(NC(=O)c3ccncc3)ccc2O1	/	1
COc1ccc(NC(=O)C(=O)NCC(=O)Nc2cccc(C(F)(F)F)c2)cc1	3	0
CCn1c(SCC(=O)Nc2cccc(SC)c2)nnc1-c1ccccc1Cl	-16	2
COCC#Cc1cnc2c(c1)C(=O)N([C@@H](C)CO)C[C@H](C)[C@H](CN(C)S(=O)(=O)c1cn(C)cn1)O2	14	/
Cc1noc(C)c1NC(=O)Nc1ccc2c(c1)C(=O)N([C@H](C)CO)C[C@H](C)[C@H](CN(C)C)O2	-2	-1
COc1ccc(S(=O)(=O)Nc2ccc3c(c2)CC(=O)N([C@@H](C)CO)C[C@@H](C)[C@@H](CN(C)Cc2ccc(Cl)c(Cl)c2)O3)cc1	/	5
COC(=O)c1ccccc1NC(=O)CC(O)(C(F)(F)F)C(F)(F)F	7	2
COc1cccc(CN(C)C[C@H]2OCc3cnnn3CCCC(=O)N([C@H](C)CO)C[C@H]2C)c1	/	2
COc1ccc(S(=O)(=O)NCc2ccccn2)c(Cl)c1Cl	12	-7
C[C@H](CO)N1C[C@H](C)[C@@H](CN(C)Cc2ccccn2)Oc2cc(C#CC3CC3)ccc2S1(=O)=O	-17	/
C[C@@H]1CN([C@@H](C)CO)C(=O)c2cc(Br)cnc2O[C@@H]1CN(C)CC1CCCC1	-3	/
C[C@@H]1CN([C@@H](C)CO)C(=O)CCCn2nncc2CO[C@@H]1CN(C)C(=O)Nc1cccc2ccccc12	/	-4
Cc1ccc(S(=O)(=O)Nc2ccc3c(c2)CC(=O)N([C@@H](C)CO)C[C@H](C)[C@@H](CN(C)C(=O)Nc2ccccc2)O3)cc1	/	0
O=C(CC1(O)C(=O)Nc2ccccc21)c1ccc(-n2cccc2)cc1 (centres undefined)	19	2
COc1ccc(CN(C)C[C@H]2Oc3ccc(NC(=O)C4CC4)cc3C(=O)N([C@@H](C)CO)C[C@H]2C)cc1	6	/
C[C@H]1CN([C@@H](C)CO)C(=O)c2cccc(NC(=O)c3ccc(-c4nccs4)cc3)c2O[C@H]1CN(C)CC1CC1	8	/
C[C@@H]1CN([C@@H](C)CO)C(=O)c2cccc(NC(=O)C3CCOCC3)c2O[C@@H]1CN(C)Cc1ccc(Cl)c(Cl)c1	5	/
CS(=O)(=O)N(CC(=O)Nc1cccc(Cl)c1Cl)c1ccc(F)c(Cl)c1	-18	-4
C[C@@H]1CN([C@H](C)CO)C(=O)c2cc(N(C)C)ccc2O[C@@H]1CN(C)C	8	/
C[C@H]1CN([C@@H](C)CO)C(=O)Cc2cc(NC(=O)Nc3ccccc3)ccc2O[C@@H]1CN(C)C(=O)Nc1ccccc1	0	1
Cc1ccc(NC(=O)CNC(=O)c2ccc([N+](=O)[O-])cc2)cc1	8	-2
COc1ccc(NC(=O)N(C)C[C@@H]2Oc3ncc(C#Cc4ccc(OC)c(OC)c4)cc3C(=O)N([C@H](C)CO)C[C@@H]2C)cc1	/	0
CCOC(=O)c1c(NC(=O)C(C)Oc2ccccc2)sc(C)c1C (centres undefined)	2	7
Cn1c(=O)c2ccccc2n(CC(=O)Nc2ccccc2[N+](=O)[O-])c1=O	-17	2
Cc1ccc(S(=O)(=O)CC(CN2CCOCC2)N2CCOCC2)cc1 (centres undefined)	-8	-1
O=S(=O)(N[C@@H]1CCCN(Cc2cccc(OCCO)c2)C1)c1ccc(-c2ccccc2)cc1	/	-1
O=C(CSc1nnnn1-c1cccc2ccccc12)c1ccc(O)c(O)c1	11	-2
COc1ccc(NC(=O)NCc2cccnc2)cc1OC	-6	2
CCc1ccc(OCC(=O)Nc2ccc3oc(-c4ccc(OC)cc4)nc3c2)cc1	16	6
CC(C)NC(=O)N(C)C[C@@H]1Oc2ccc(NS(=O)(=O)c3cccs3)cc2CC(=O)N([C@H](C)CO)C[C@H]1C	-3	-1
COc1ccc(OC)c(C2C(C(=O)Nc3ccccc3OC)=C(C)Nc3ncnn32)c1 (centres undefined)	9	-3
C[C@@H]1CN([C@@H](C)CO)C(=O)c2cc(NC(=O)Nc3ccc4c(c3)OCO4)ccc2O[C@H]1CN(C)S(=O)(=O)c1cn(C)cn1	7	/
Next results follow:
SMILES	mut p53 react	STK33 kin inh
Cc1cc(C)n(C(=O)c2ccc(COc3c(F)c(F)cc(F)c3F)o2)n1	-16	-3
C[C@H]1CCCCO[C@H](CN(C)Cc2ccncc2)[C@@H](C)CN([C@@H](C)CO)C(=O)c2cc(NS(C)(=O)=O)ccc2O1	-3	/
Cc1ccc(-c2nc(S(=O)(=O)c3ccc(Br)cc3)c(SCC(N)=O)o2)cc1	16	4
COc1ccc(S(=O)(=O)N(C)C[C@@H]2Oc3c(NS(=O)(=O)c4cccs4)cccc3C(=O)N([C@@H](C)CO)C[C@@H]2C)cc1	-2	/
Cc1noc(C)c1NC(=O)N(C)C[C@H]1Oc2ccc(NS(=O)(=O)c3cn(C)cn3)cc2C(=O)N([C@@H](C)CO)C[C@H]1C	7	/
CCOC(=O)c1c(NC(=O)CSc2nnc(C)s2)sc2c1CCN(C)C2	-7	1
COc1ccc(NC(=O)N(C)C[C@@H]2Oc3ncc(-c4ccc(OC)cc4)cc3C(=O)N([C@H](C)CO)C[C@@H]2C)cc1	/	2
Cc1ccc(S(=O)(=O)N(C)C[C@H]2OCCCC[C@@H](C)Oc3ccc(NC(=O)Nc4ccc(C(F)(F)F)cc4)cc3C(=O)N([C@H](C)CO)C[C@@H]2C)cc1	/	4
Cc1cc(C)cc(NC(=O)CN2CCC(C(N)=O)(N3CCCCC3)CC2)c1	-13	-1
Cc1c(Cl)cccc1NC(=O)CC1NCCNC1=O (centres undefined)	8	0
CC(=O)N(C)C[C@H]1Oc2ncc(C#C[C@@H](C)O)cc2C(=O)N([C@@H](C)CO)C[C@H]1C	16	/
O/N=C1/CC(O)(C(F)(F)F)Oc2ccccc21 (centres undefined)	-5	/
C[C@@H]1CN([C@@H](C)CO)C(=O)CCCn2cc(nn2)CO[C@H]1CN(C)S(=O)(=O)c1ccc2ccccc2c1	/	5
COc1ccc(NC(=O)COc2ccc(Br)cc2C)c([N+](=O)[O-])c1	34	9
C[C@@H]1CN([C@H](C)CO)C(=O)Cc2cc(NC(=O)Cc3cn(C)c4ccccc34)ccc2O[C@@H]1CN(C)Cc1ccc(-c2ccccc2)cc1	/	-2
CC(C)NC(=O)N(C)C[C@@H]1Oc2ncc(C#CC3CCCC3)cc2C(=O)N([C@H](C)CO)C[C@@H]1C	13	/
CC(CC(=O)O)CC(=O)Nc1ccc(C(=O)O)cc1 (centres undefined)	0	-7
Cc1cc(C)cc(NC(=O)CC2NCCNC2=O)c1 (centres undefined)	-1	2
COc1ccc(NC(=O)CSc2ncnc3sc4c(c23)CCC(C)C4)c([N+](=O)[O-])c1 (centres undefined)	6	0
C[C@H](CO)N1C[C@H](C)[C@@H](CN(C)Cc2ccccc2)Oc2ccc(NS(=O)(=O)c3cn(C)cn3)cc2C1=O	5	/
C[C@@H]1CN([C@@H](C)CO)C(=O)c2cc(NS(C)(=O)=O)ccc2O[C@H]1CN(C)Cc1ccccc1	5	/
Cc1ccc(S(=O)(=O)Nc2ccc3c(c2)C(=O)N([C@H](C)CO)C[C@H](C)[C@H](CN(C)S(=O)(=O)c2cccs2)O3)cc1	/	2
CCOc1ccc(-n2cnnn2)cc1S(=O)(=O)NCc1ccccc1	8	-3
COC(=O)c1ccc(Cl)c(NC(=O)CN(c2ccccc2Br)S(C)(=O)=O)c1	23	2

Entries of single compounds, quoted from the list. Order of values: mut p53 react, STK33 kin inh
COc1ccc(NC(=O)CSc2ncnc3sc4c(c23)CCC(C)C4)c([N+](=O)[O-])c1 (centres undefined) as listed: 6, 0
C[C@@H]1CN([C@@H](C)CO)C(=O)c2cc(NS(C)(=O)=O)ccc2O[C@H]1CN(C)Cc1ccccc1 as listed: 5, /

(next part)
SMILES	mut p53 react	STK33 kin inh
COc1ccc(S(=O)(=O)Nc2ccc3c(c2)CC(=O)N([C@H](C)CO)C[C@@H](C)[C@H](CN(C)Cc2ccc(-c4ccccc4)cc2)O3)cc1	-2	5
CCc1nnc(NS(=O)(=O)c2ccc(N)cc2)s1	5	/
N#Cc1ccc(NC(=O)CSc2nnnn2-c2ccccc2)cc1	-6	5
C[C@@H]1CCCCO[C@@H](CN(C)S(C)(=O)=O)[C@@H](C)CN([C@H](C)CO)C(=O)c2cc(NC(=O)CCC(F)(F)F)ccc2O1	/	0
COc1ccc(Cn2c(C)cc(O)cc2=O)cc1OC	-10	/
C[C@H]1CCCCO[C@@H](CN(C)Cc2ccncc2)[C@@H](C)CN([C@@H](C)CO)C(=O)c2cc(NC(=O)Nc3ccccc3)ccc2O1	-3	/

Structures above that contain a Cl atom, in the order listed:
SMILES	mut p53 react	STK33 kin inh
COc1ccc(S(=O)(=O)NCc2ccccn2)cc1Cl	14	-7
Cc1c(Cl)ccc2c(C(=O)Nc3ccc(S(=O)(=O)N4CCOCC4)cc3)cc(-c3cccnc3)nc12	-12	3
Cn1c(=O)c2c(nc(NCCN)n2Cc2ccc(Cl)cc2)n(C)c1=O	-1	2
CC(C)NC(=O)Nc1cccc2c1O[C@@H](CN(C)Cc1ccc(Cl)c(Cl)c1)[C@@H](C)CN([C@@H](C)CO)C2=O	4	/
C[C@H]1CN([C@@H](C)CO)C(=O)c2cc(NS(=O)(=O)c3ccc(Cl)cc3)ccc2O[C@@H]1CN(C)C(=O)Nc1ccc(F)cc1	/	-1
Cc1ccc(NC(=O)c2ccc3c(=O)n(Cc4ccco4)c(=S)[nH]c3c2)cc1Cl	/	8
O=[N+]([O-])c1cccc(NC(=S)NCCn2cc(Cl)cn2)c1	-4	-1
CCn1c(SCC(=O)Nc2cccc(SC)c2)nnc1-c1ccccc1Cl	-16	2
COc1ccc(S(=O)(=O)Nc2ccc3c(c2)CC(=O)N([C@@H](C)CO)C[C@@H](C)[C@@H](CN(C)Cc2ccc(Cl)c(Cl)c2)O3)cc1	/	5
COc1ccc(S(=O)(=O)NCc2ccccn2)c(Cl)c1Cl	12	-7
C[C@@H]1CN([C@@H](C)CO)C(=O)c2cccc(NC(=O)C3CCOCC3)c2O[C@@H]1CN(C)Cc1ccc(Cl)c(Cl)c1	5	/
CS(=O)(=O)N(CC(=O)Nc1cccc(Cl)c1Cl)c1ccc(F)c(Cl)c1	-18	-4
Cc1c(Cl)cccc1NC(=O)CC1NCCNC1=O (centres undefined)	8	0
COC(=O)c1ccc(Cl)c(NC(=O)CN(c2ccccc2Br)S(C)(=O)=O)c1	23	2
